High-throughput results as filed in PubChem.
D2 antagonist: D2 dopamine receptor (human) antagonism; inhibition, % at 10 µM; HEK293 TREx D2 cells, calcium flux, dopamine EC80; actives 2% (n = 340,000); P14416; AID 485344; in the data active = inhibition above about 30%; also: 0% is about no effect
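In this primary screen, negative modulation is detected by tracking calcium flux after an EC80 dopamine challenge in inducible HEK293 T-REx D2 cells preexposed to test compound for 180 s.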
D1 antag: blocks dopamine activation of the human D1 receptor. P21728. HEK293 TREx D1 cells, calcium flux, dopamine EC80; stronger effect = lower value. activity change, negative = inhibition, % at 10 µM. actives 3.2% (n = 360,000). AID 504652; in the data active = activity change below about -30%; also: % is scaled to controls: 0 for no effect and ±100 for the full control effect
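Kinetic fluorescence of a calcium dye serves as the read-out. D1-expressing Hek293 Trex cells, induced overnight at 30 C, are exposed to compound for 180 s before an EC80 dopamine addition, then read 180 s further.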
D2 potentiator: D2 dopamine receptor (human) potentiation; P14416; HEK293 T-REx D2, calcium flux, EC20 dopamine potentiation; potentiation, % at 10 µM; actives 0.34% (n = 340,000);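 active = potentiation over 3 SD above the plate norm, cut at about 30% in these data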; also: 0% is about no effect
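Calcium flux readout, no-wash dye, 1 read/s. Inducible HEK293 Trex D2 line, overnight 30 C. Compound alone 180 s (agonist flags), then EC20 dopamine, another 180 s to score potentiation.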
D1 ag: activates the human D1 dopamine receptor | HEK293 T-REx D1 cells, calcium flux, agonist mode | activation, % at 2 µM | actives 1% (n = 360,000) | AID 504660; also: 0% is about no effect
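Inducible HEK293 T-REx D1 cells, force-coupled to calcium signalling, were plated at 4000 cells/well with tetracycline and held overnight at 30 C. After no-wash calcium dye loading, compound-evoked calcium rise over 180 s flagged agonists.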
TRHR enhancer: TRH receptor (human) allosteric enhancement; P34981; TRHR cells, fluo-8 calcium fluorescence, EC20 TRH enhancement; enhancement, % at 2 µM; actives 0.66% (n = 360,000); in the data active = enhancement above about 30%; also: 0% is about no effect
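TRHR-expressing cells loaded with fluo-8 calcium dye were read kinetically (ex 480/em 530) during compound addition, then stimulated with an EC20 of TRH (10 nM final). Enhancement of the Gq-mediated intracellular calcium response was scored.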
RXFP1 antagonist: RXFP1 (human) relaxin receptor antagonism; HEK293-RXFP1, relaxin-stimulated cAMP HTRF, 30 min; stronger effect = lower value; activity change, negative = inhibition, % at 57.5 µM; actives 0.59% (n = 350,000); AID 1259400;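 active = activity change of -60% or lower, but not beyond a set lower limit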; also: % is scaled to controls: 0 for no effect and ±100 for the full control effect
Target sequence (Q9HBX9 whole entry, looked up): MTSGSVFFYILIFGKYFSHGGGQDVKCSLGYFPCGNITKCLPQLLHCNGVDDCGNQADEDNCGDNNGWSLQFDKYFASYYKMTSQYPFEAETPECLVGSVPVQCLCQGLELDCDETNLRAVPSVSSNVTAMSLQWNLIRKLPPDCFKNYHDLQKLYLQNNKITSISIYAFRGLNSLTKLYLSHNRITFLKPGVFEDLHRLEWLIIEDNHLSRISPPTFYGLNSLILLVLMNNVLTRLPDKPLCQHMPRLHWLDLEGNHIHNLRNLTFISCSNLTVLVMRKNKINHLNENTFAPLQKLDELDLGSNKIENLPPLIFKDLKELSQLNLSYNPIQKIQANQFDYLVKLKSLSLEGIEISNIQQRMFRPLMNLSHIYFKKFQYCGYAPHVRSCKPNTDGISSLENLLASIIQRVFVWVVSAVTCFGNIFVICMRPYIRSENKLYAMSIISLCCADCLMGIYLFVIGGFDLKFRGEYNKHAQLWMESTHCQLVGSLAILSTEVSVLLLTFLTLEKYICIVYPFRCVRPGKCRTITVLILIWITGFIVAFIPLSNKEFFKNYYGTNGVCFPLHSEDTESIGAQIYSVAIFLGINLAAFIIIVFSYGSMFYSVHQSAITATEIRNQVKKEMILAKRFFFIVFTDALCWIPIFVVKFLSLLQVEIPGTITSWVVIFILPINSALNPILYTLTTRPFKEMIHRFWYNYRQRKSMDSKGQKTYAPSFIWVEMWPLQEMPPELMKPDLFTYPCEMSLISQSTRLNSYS
D2 agonist: D2 dopamine receptor (human) agonism | P14416 | HEK293 T-REx D2 cells, calcium flux agonist mode | activation, % at 2 µM | actives 0.53% (n = 340,000);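 active = activation over 3 SD above normal in the single-dose calcium agonist read, cut at about 30% in these data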; also: 0% is about no effect
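Calcium-flux readout, 1 cycle/sec over 180 s following compound pin transfer, in inducible HEK293 Trex D2 cells (force-coupled); dopamine controls included. Positive calcium responses during this window marked compounds as potential agonists.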
TRHR agonist: agonists of human TRH receptor; P34981; TRHR cells, calcium flux fluo-8, FDSS agonist mode; activation, % at 2 µM; actives 0.18% (n = 360,000); AID 493084; also: 0% is about no effect
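In this calcium-flux screen, cells bearing human TRHR are dye-loaded with fluo-8, baselined for 10 cycles, then exposed to library compounds; positive kinetic calcium responses during the agonist phase mark hits, with TRH as control.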
D1 PAM: potentiators of human D1 dopamine receptor | P21728 | HEK293 TREx D1 cells, calcium flux, dopamine EC20 potentiation | potentiation, % at 10 µM | actives 0.036% (n = 360,000) | AID 504651; in the data active = potentiation above about 30%; also: 0% is about no effect
Starred values were filed as active, the others as inactive; . = no result given. Rule as the data show it, unless noted: active = activation above about 30%; inactive = the rest. This is a random part of the collection; any-hit rate near 7.1%.

A first look:
SMILES	D2 antagonist	D1 antag	D2 potentiator	D1 ag	TRHR enhancer	RXFP1 antagonist	D2 agonist	TRHR agonist	D1 PAM
Cc1ccc(C(=O)Nc2nc(-c3nnn(-c4cccc(C(F)(F)F)c4)c3C)ns2)cc1	.	21	0	2	10	-1	-0.1	0.3	0
CCOC(=O)N/C(N)=N/c1nc2ccccc2s1	-3	-3	0	1	-5	-35	0.4	-0.6	-8
CCOC(=O)c1c(C)n(C)c2ccc(OCC(O)CNC(CC)CO)cc12 (configuration not stated)	-6	-13	4	1	10	1	-0.7	-0.3	-2
O=C(C1CC(c2cccc(Br)c2)=NO1)N1CCc2ccccc2C1 (configuration not stated)	10	-7	13	7	-7	8	-1.1	0.6	-2
CCCCN(C(=O)C1CCC(CNS(=O)(=O)c2cccc3nsnc23)CC1)c1ccccc1 (configuration not stated)	.	-10	12	3	-19	-7	0.8	0.5	-3
COc1ccc(/C=N/NC(=O)c2cccc(NC(=O)c3ccccc3Cl)c2)cc1OC	5	-3	.	1	-5	-2	0.4	0.3	-2
CCCN(CC(=O)Nc1ccccc1C)C(=O)c1cc(=O)[nH]c2ccccc12	.	15	.	0	-1	1	.	1.3	2
O=C1C2C3CCC(C3)C2C(=O)N1Cc1ccco1 (configuration not stated)	2	7	-4	5	-3	-2	0.8	0.6	-6
Cc1nc(-c2ccccc2)sc1-c1ccc(SCC(=O)Nc2cccc(C(F)(F)F)c2)nn1	.	-4	-3	6	-2	-6	1.0	0.8	0
Cc1cccc(-c2nc3c4ccccc4nc(N4CCN(c5ccc(F)cc5)CC4)n3n2)c1	.	5	4	1	-1	1	0.5	0.4	1
CC[n+]1c(-c2ccc(C)cc2)csc1Nc1c(C)n(C)n(-c2ccccc2)c1=O	52*	1	-16	2	2	-14	66*	-0.2	-8
CCN(CC)CCNC(=O)Cn1nc(-c2ccc(C)cc2)ccc1=O	-15	14	7	0	-2	-6	-0.3	-0.1	0
O=C(OCCOc1ccccc1Cl)c1ccc(-n2cnnn2)cc1	-17	-16	3	4	0	6	-0.1	0.1	-7
Cn1c2ccccc2c2cnn(CC(=O)Nc3ccc(F)cc3F)c(=O)c21	0	-11	6	2	-4	-2	1.0	-0.3	-4
O=C(NCc1ccco1)C1CCN(C(=O)c2cc3sccc3n2Cc2ccc(Cl)cc2)CC1	13	5	-18	5	-4	-12	0.9	0.6	-1
C/C=C/C(O)c1ccc2ccccc2c1 (configuration not stated)	-1	3	4	1	-3	.	-1.5	-0.1	-2
CC(=O)NNC(=S)NC(=O)c1ccc(C)cc1	0	29	-10	2	-1	-8	0.5	-0.1	0

This part in full, from the start:
SMILES	D2 antagonist	D1 antag	D2 potentiator	D1 ag	TRHR enhancer	RXFP1 antagonist	D2 agonist	TRHR agonist	D1 PAM
Cc1ccc(C(=O)Nc2nc(-c3nnn(-c4cccc(C(F)(F)F)c4)c3C)ns2)cc1	.	21	0	2	10	-1	-0.1	0.3	0
CCOC(=O)N/C(N)=N/c1nc2ccccc2s1	-3	-3	0	1	-5	-35	0.4	-0.6	-8
CCOC(=O)c1c(C)n(C)c2ccc(OCC(O)CNC(CC)CO)cc12 (configuration not stated)	-6	-13	4	1	10	1	-0.7	-0.3	-2
O=C(C1CC(c2cccc(Br)c2)=NO1)N1CCc2ccccc2C1 (configuration not stated)	10	-7	13	7	-7	8	-1.1	0.6	-2
CCCCN(C(=O)C1CCC(CNS(=O)(=O)c2cccc3nsnc23)CC1)c1ccccc1 (configuration not stated)	.	-10	12	3	-19	-7	0.8	0.5	-3
COc1ccc(/C=N/NC(=O)c2cccc(NC(=O)c3ccccc3Cl)c2)cc1OC	5	-3	.	1	-5	-2	0.4	0.3	-2
CCCN(CC(=O)Nc1ccccc1C)C(=O)c1cc(=O)[nH]c2ccccc12	.	15	.	0	-1	1	.	1.3	2
O=C1C2C3CCC(C3)C2C(=O)N1Cc1ccco1 (configuration not stated)	2	7	-4	5	-3	-2	0.8	0.6	-6
Cc1nc(-c2ccccc2)sc1-c1ccc(SCC(=O)Nc2cccc(C(F)(F)F)c2)nn1	.	-4	-3	6	-2	-6	1.0	0.8	0
Cc1cccc(-c2nc3c4ccccc4nc(N4CCN(c5ccc(F)cc5)CC4)n3n2)c1	.	5	4	1	-1	1	0.5	0.4	1
CC[n+]1c(-c2ccc(C)cc2)csc1Nc1c(C)n(C)n(-c2ccccc2)c1=O	52*	1	-16	2	2	-14	66*	-0.2	-8
CCN(CC)CCNC(=O)Cn1nc(-c2ccc(C)cc2)ccc1=O	-15	14	7	0	-2	-6	-0.3	-0.1	0
O=C(OCCOc1ccccc1Cl)c1ccc(-n2cnnn2)cc1	-17	-16	3	4	0	6	-0.1	0.1	-7
Cn1c2ccccc2c2cnn(CC(=O)Nc3ccc(F)cc3F)c(=O)c21	0	-11	6	2	-4	-2	1.0	-0.3	-4
O=C(NCc1ccco1)C1CCN(C(=O)c2cc3sccc3n2Cc2ccc(Cl)cc2)CC1	13	5	-18	5	-4	-12	0.9	0.6	-1
C/C=C/C(O)c1ccc2ccccc2c1 (configuration not stated)	-1	3	4	1	-3	.	-1.5	-0.1	-2
CC(=O)NNC(=S)NC(=O)c1ccc(C)cc1	0	29	-10	2	-1	-8	0.5	-0.1	0
O=C(Nc1nc(-c2ccccc2)cs1)c1ccccc1F	-10	-4	-14	3	11	-10	-1.0	0.0	-3
N#Cc1c(-c2ccccc2)nc2n(c1=O)CCS2	-16	-13	-2	1	1	-18	-0.6	-0.1	-8
COc1ccc(-c2cc3ccccc3n2CC(O)Cn2nc(C)cc2C)cc1 (configuration not stated)	-13	15	8	5	2	-13	0.7	1.1	4
S=C(NC1CCCC1)NC1CC1	-11	-41*	-6	6	18	0	0.1	0.5	-5
CCOc1ccc(N2C(=O)CC(NCc3ccc(F)cc3)C2=O)cc1 (configuration not stated)	10	13	-3	0	2	14	0.4	0.0	-1
CCC1CCCCN1CCCNC(=O)CC1Oc2ccc(C)cc2NC1=O (configuration not stated)	5	-5	11	4	6	-11	0.8	0.8	-5
COc1ccc(C(=O)N(C)C2CCN(C)CC2)cc1S(=O)(=O)Nc1cc(Cl)ccc1Cl	6	10	0	6	5	2	-0.3	0.2	0
CC1CCN(CCC(=O)Nc2ccc3c(c2)CCC3)CC1	-12	4	-22	1	5	23	0.7	0.2	-2
NC(=O)C1CCN(c2nc(-c3cc4ccccc4o3)cs2)CC1	.	-33*	.	23	4	.	.	-0.8	-6
CC[n+]1c(C)sc2c3ccsc3ccc21	-14	-2	1	2	2	-5	-0.4	-1.2	-6
O=C(O)CCC(=O)Nc1nc2nccc(-c3ccccc3)n2n1	-5	16	2	0	2	0	1.2	0.0	1
Cc1cc(C)cc(N(C(=O)Cn2nnc(-c3ccccc3)n2)C(C(=O)NC2CCCCC2)c2ccccn2)c1 (configuration not stated)	-6	13	0	5	-3	-9	0.4	-1.1	0
COc1ccc(S(=O)(=O)N2CCOCC2)cc1NC(=O)COC(=O)C1CC2CCCC(C1)C2=O (configuration not stated)	.	7	.	1	-1	-1	.	-0.2	-2

Structures from the list above with a CF3 group:
SMILES	D2 antagonist	D1 antag	D2 potentiator	D1 ag	TRHR enhancer	RXFP1 antagonist	D2 agonist	TRHR agonist	D1 PAM
Cc1ccc(C(=O)Nc2nc(-c3nnn(-c4cccc(C(F)(F)F)c4)c3C)ns2)cc1	.	21	0	2	10	-1	-0.1	0.3	0
Cc1nc(-c2ccccc2)sc1-c1ccc(SCC(=O)Nc2cccc(C(F)(F)F)c2)nn1	.	-4	-3	6	-2	-6	1.0	0.8	0

(cont.)
SMILES	D2 antagonist	D1 antag	D2 potentiator	D1 ag	TRHR enhancer	RXFP1 antagonist	D2 agonist	TRHR agonist	D1 PAM
CCCCOc1ccc(C(=O)NCC(=O)NCC(c2ccc(OC)cc2)N2CCOCC2)cc1 (configuration not stated)	-5	6	-2	4	-2	-3	-0.1	0.4	.
O=C(O)/C=C\c1cn(-c2ccccc2)nc1-c1cc2ccccc2o1	5	-24	5	0	7	-13	0.2	-1.1	0
Cc1cc(C(C)(C)C)oc1C(=O)NCCCNC(=O)c1oc(C(C)(C)C)cc1C	0	3	8	-1	3	2	-0.9	1.0	-2
CCOc1cc(C=O)cc(Cl)c1OCC(N)=O	-17	6	4	0	2	2	-1.3	-1.1	4
c1cc2c(cnc3cscc32)s1	-1	-19	8	1	0	-9	0.1	-0.4	0
COc1ccc(N2CCN(C(=O)CSCc3ccc(C)cc3)CC2)cc1	.	0	10	-2	3	-17	0.0	-0.8	-2
CC1CN(c2ccc(Cl)cc2)c2nc3c(c(=O)[nH]c(=O)n3C)n2C1 (configuration not stated)	-13	1	-4	2	-9	-2	-0.6	-0.8	1
O=C1COc2cc(ccc2[N+](=O)[O-])Oc2ccc(cc2Cl)C(=O)CCCCO1	5	-5	8	0	-2	.	1.3	-0.1	-5
CN(CCc1cn[nH]c1)C(=O)C1CCC(=O)N(CC2CCCCC2)C1 (configuration not stated)	.	5	.	3	8	-2	.	0.0	-1
COc1ccccc1C1CC(c2ccco2)=NN1c1ccccc1 (configuration not stated)	1	14	24	1	0	-1	-0.6	0.6	-3
c1ccc2c(c1)CCc1c(-c3ccncc3)n[nH]c1-2	-16	-20	14	0	-5	-18	-0.3	-0.5	-8
CCCCn1nc(C(=O)NNC(=O)c2ccncc2)c2ccccc2c1=O	7	8	-10	1	-12	-15	0.9	1.4	-8
Cc1ccnc(NC(=O)C2COc3ccccc3O2)c1 (configuration not stated)	-19	25	8	0	-1	-4	0.1	-0.5	1
O=C(O)C1CCCN1S(=O)(=O)c1cccc(S(=O)(=O)N2CCCC2C(=O)O)c1 (configuration not stated)	-11	2	-8	1	1	.	0.6	0.3	7
Cc1ccc(CNC(=O)C(C(C)C)N2Cc3ccccc3C2=O)cc1 (configuration not stated)	.	-10	3	6	-3	8	-0.4	-0.5	1
CCN(CCn1cccn1)Cc1nc(-c2ccc(C(=O)OC)cc2)no1	2	-45*	8	1	-5	-5	-0.6	-0.6	-3
O=C(Cc1ccccc1F)Nc1ccc(S(=O)(=O)Nc2ncccn2)cc1	-28	6	22	1	-1	-6	0.2	0.7	-6
Cc1ccc2oc(=O)cc(CN3CC(C)OC(C)C3)c2c1 (configuration not stated)	2	10	-6	1	-4	-3	0.1	-0.2	1
COc1cccc(CNC(=O)c2cc3cccc4c3n2CC(C)S4)c1OC (configuration not stated)	.	-6	-3	0	2	-22	0.1	0.1	1
O=C(CNC(=O)c1ccccc1)N/N=C/c1cccs1	-12	9	0	0	0	6	0.7	0.1	2
COc1ccc(NC2CC(=O)N(c3ccccc3)C2=O)cc1 (configuration not stated)	26	15	-7	0	7	-11	-0.3	0.0	4
